WT yeast gro inh: growth inhibition of WT strain, primary screen, mitochondrial fusion inhibitor project, WT and mutant strains, chemical genetic. mitochondrial fusion phenotypic screen. inhibition, % at 10 µM. 190,000 tested, 2.1% active. AID 1362, 2008; in the data active = inhibition above about 58%; tested in S. cerevisiae
West Nile virus CPE: West Nile virus antiviral activity, cell-based, CPE readout (AID 1621); one-dose CPE inhibition, % at 10 µM; IC50 in µM for titrated hits; West Nile virus-infected cells, CPE inhibition; higher % means a stronger effect; 290,000 tested, 0.02% active; in the data active = a potency from the dose series; also: strong numbers were not always called active
UTI89 phage lysis: inhibition of K1F phage lysis, E. coli UTI89, bacterial capsule biogenesis inhibitors, alamar blue (AID 488966); E. coli UTI89 K1F phage lysis, alamar blue, 2 h; higher % means a stronger effect; inhibition, % at 100 µM; hits with a dose series show IC50 in µM; 340,000 tested, 0.02% active;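 active = phage lysis inhibition, versus mean bacterial control, above a set limit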;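 also: capsule biogenesis inhibitors block K1F phage lysis so surviving cells raise fluorescence; higher fluorescence means more inhibition of phage lysis; actives were called in the ten point dose series up to 300 µM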
SV40 large T antigen: SV40 large T antigen inhibitors, biochemical (AID 1903) | 310,000 tested, 0.39% active | inhibition, % at 20 µM; hits with a dose series show IC50 in µM | SV40 large T antigen ATPase/helicase inhibition assay; higher % means a stronger effect; in the data active = a potency from the dose series; also: strong numbers were not always called active
ER stress rescue: rescue of cells from ER stress-induced death, primary screen, 384-well, CSM14.1, thapsigargin, ATP luminescence (AID 1222); cellular ATP content (survival), % at 20 µM, or EC50 in µM where a hit was titrated; CSM14.1 thapsigargin-induced death rescue, ATP luminescence; higher % means a stronger effect; 190,000 tested, under 10 active;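 active = EC50 below 50 µM in the dose-response confirmation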;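 also: death triggered by thapsigargin at about 15 µM added after 2 h compound pretreatment; cell ATP read after overnight thapsigargin exposure of roughly 18 to 22 hours; normalized against plate controls of thapsigargin alone and 5% DMSO vehicle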
Dengue-2 NS5 capping: Dengue-2 NS5 methyltransferase inhibitors, primary screen, biochemical, confirmation dose response (AID 588689); Genome polyprotein (Dengue virus type 2 (strain 16681-PDK53)); Dengue-2 NS5 methyltransferase capping enzyme assay, biochemical; higher % means a stronger effect; inhibition, % at 25 µM, or IC50 in µM where a hit was titrated; 340,000 tested, 0.3% active; in the data active = a potency from the dose series
XIAP displacement: XIAP antagonists, biochemical, IAP family, fluorescence polarization (AID 1018); E3 ubiquitin-protein ligase XIAP (Homo sapiens); XIAP BIR domain, fluorescence polarization peptide displacement; higher % means a stronger effect; displacement, % at 20 µM; hits with a dose series show IC50 in µM; 200,000 tested, 0.007% active; in the data active = displacement above about 50%; also: a part of the inactive calls stands beside numbers as strong as those of hits
RSV antiviral HEp-2: RSV antiviral activity via CPE protection, HEp-2 cells, primary 10 µM value included (AID 2391) | HEp-2 cells, RSV-induced CPE inhibition; higher % means a stronger effect | one-dose CPE inhibition, % at 10 µM; IC50 in µM for titrated hits | 310,000 tested, 0.13% active; in the data active = a potency from the dose series; also: strong numbers were not always called active
Yfh1-off respiration: enhancers of respiration in Yfh1-depleted yeast, dose response, Friedreich's ataxia, plus single-dose screen (AID 1465); S. cerevisiae Yfh1-off respiration, WST-1 reduction, 72 h; higher fold induction means a stronger effect; fold induction at 50 µM; hits with a dose series show EC50 in µM; 220,000 tested, 0.074% active;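 active = fold induction of absorbance versus untreated yeast above a set limit, then at least 30% activation at any dose in follow-up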;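 also: activators that raise dye reduction in frataxin-depleted yeast; strong numbers were not always called active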
WT yeast gro inh mutant strain: also measured in WT yeast gro inh; calls as there; inhibition, %; mitochondrial fusion phenotypic screen, mutant strain inhibition
Dengue-2 NS5 capping pilot replicate: recorded beside Dengue-2 NS5 capping, whose call it bears; inhibition, %; measured here: pilot screen replicate inhibition
* marks the source's active call; other numbers are inactive results; i = inactive; / = not tested or not shown; [ ] = dose if it differs, or a comment. Not a hit list; 2.2% or so of the library scored in one or more.

SMILES	WT yeast gro inh	WT yeast gro inh mutant strain	West Nile virus CPE	UTI89 phage lysis	SV40 large T antigen	ER stress rescue	Dengue-2 NS5 capping	XIAP displacement	RSV antiviral HEp-2	Yfh1-off respiration	others
COc1ccc(/C=C2\N=C(C)OC2=O)cc1OC(C)=O	/	/	0.8%	0.7%[50 µM]	5.0%	/	-3.9%	/	0.6%	/
COCCN1CCN(C(=O)C2CCC(=O)N(CCc3cccc(F)c3)C2)CC1 (stereo unspecified)	/	/	1.1%	0.3%[50 µM]	5.2%	/	-5.5%	/	3.0%	/
COc1cccc(CN(C)C(=O)c2ccccc2SCC(=O)N2CCCC2)c1	/	/	/	1.2%[50 µM]	1.7%	/	-4.3%	/	0.6%	/
COc1ccc(NC(=O)CSc2nc3ccccc3c(=O)n2CCCC(=O)NCC2CCCO2)c(OC)c1 (stereo unspecified)	/	/	-0.6%	0.4%	8.3%	/	-1.8%	/	11.8%	/
CCC(CC)C(=O)NCCc1cc2cc(C)c(C)cc2[nH]c1=O	-5.4	-13.3	-0.3%	0.1%	-2.9%	/	0.7%	-4.2%	-0.6%	i
Cc1ccc2c(c1)C(c1ccccc1)N(C(=O)c1ccc(F)cc1)CC(=O)N2 (stereo unspecified)	/	/	-1.5%	0.0%	5.7%	/	-3.9%	/	0.2%	/
NCCCCCc1nnc(SCc2ccc(Cl)c(Cl)c2)o1	17.8	8.8	-0.4%	2.2%	5.6%	-0.5%	-5.0%	-5.6%	0.4%	i	Dengue-2 NS5 capping pilot replicate=-2.7
COc1ccc(OC)c(NC(=O)Nc2cccc3ccccc23)c1	12.2	-16.4	-0.2%	0.5%	4.4%	-0.7%	-10.4%	2.2%	0.6%	i
CCN1CCN(C(c2cccs2)C(C)NS(=O)(=O)c2ccc(C)cc2)CC1 (stereo unspecified)	6.5	-6.1	0.0%	-0.2%	-1.8%	2.0%	7.3%	-1.4%	1.2%	i
Cc1cccc(NCc2nc3ccccc3n2C)c1	11.4	-3.7	0.2%	3.2%	21.8%	-3.0%	-4.2%	-2.7%	0.3%	i
O=S(=O)(c1cc(Cl)ccc1Br)N1CCCCC1	13.9	8.9	1.1%	5.4%	-0.5%	0.9%	-7.2%	-0.4%	0.2%	i
CCOC(=O)c1nn(-c2ccccc2)c(=O)cc1OCC(=O)Nc1cccc(OC)c1	/	/	/	0.1%[50 µM]	1.4%	/	0.7%	/	2.0%	/
Cc1cc2cc(CNC(=O)c3ccco3)ccc2n1C	5.1	-6.8	0.0%	0.5%	26.0%	/	11.8%	/	-0.2%	i
COCC(=O)Nc1c(C(=O)Nc2ccc3c(c2)OCO3)oc2ccccc12	/	/	-0.1%	0.1%	-5.8%	/	-7.0%	/	1.9%	/
N#Cc1cc(C(=O)c2ccccc2OCC(=O)Nc2ccccc2Cl)cn(C2CCCCC2)c1=O	9.8	4.8	0.5%	6.2%	29.0%	-1.4%	1.5%	-1.1%	4.7%	i
CS(=O)(=O)Nc1ccc(C2=NN(C(=O)c3ccco3)C(c3cccc(F)c3)C2)cc1 (stereo unspecified)	-3.1	-4.2	-0.2%	0.3%	4.4%	-1.7%	-9.1%	-10.2%	5.6%	i
CCN(CC)S(=O)(=O)c1ccc(C(=O)NCCCn2ccnc2)cc1	7.0	-4.8	-0.2%	-0.2%	8.3%	-0.2%	-7.0%	-6.1%	-3.3%	i
COc1cc(NS(=O)(=O)c2ccc(Nc3nc(-c4cccc([N+](=O)[O-])c4)cs3)cc2)nc(OC)n1	-24.0	-15.2	-0.6%	-2.0%[50 µM]	3.8%	-2.6%	5.8%	-6.7%	12.8%	i
Nc1nc(SCC(=O)Nc2ccc(Cl)cn2)n[nH]1	-2.4	-35.9	0.1%	-1.1%	5.2%	-0.5%	-6.6%	-5.4%	-0.2%	i
Cc1cccc(NC(=O)c2nc(S(=O)(=O)Cc3ccccc3)ncc2Cl)c1	/	/	0.3%	-0.3%	23.4%	/	-55.8%	/	-2.4%	/

Arranged by formula weight (falling): 3 of the compounds above.
SMILES	WT yeast gro inh	WT yeast gro inh mutant strain	West Nile virus CPE	UTI89 phage lysis	SV40 large T antigen	ER stress rescue	Dengue-2 NS5 capping	XIAP displacement	RSV antiviral HEp-2	Yfh1-off respiration	others
CCOC(=O)c1nn(-c2ccccc2)c(=O)cc1OCC(=O)Nc1cccc(OC)c1	/	/	/	0.1%[50 µM]	1.4%	/	0.7%	/	2.0%	/
Nc1nc(SCC(=O)Nc2ccc(Cl)cn2)n[nH]1	-2.4	-35.9	0.1%	-1.1%	5.2%	-0.5%	-6.6%	-5.4%	-0.2%	i
Cc1cc2cc(CNC(=O)c3ccco3)ccc2n1C	5.1	-6.8	0.0%	0.5%	26.0%	/	11.8%	/	-0.2%	i

Next section:
SMILES	WT yeast gro inh	WT yeast gro inh mutant strain	West Nile virus CPE	UTI89 phage lysis	SV40 large T antigen	ER stress rescue	Dengue-2 NS5 capping	XIAP displacement	RSV antiviral HEp-2	Yfh1-off respiration	others
CCOCC(=O)Nc1nc2ccc(S(C)(=O)=O)cc2s1	15.8	1.4	0.2%	0.6%	7.7%	-0.7%	/	-6.2%	2.6%	i
O=C1c2ccccc2C(=O)N1C1CCCCC1	/	/	-0.2%	-0.5%	4.1%	/	-13.5%	/	1.1%	/
O=C(COc1ccc(/C=C\[N+](=O)[O-])cc1)N1CCOCC1	-8.9	20.8	-0.5%	-0.2%	21.1%	-2.0%	-2.3%	-7.9%	2.7%	i
CCOC(=O)CN1C(=O)C(=O)N(Cc2ccccc2)C1=O	/	/	-0.3%	-0.1%	18.2%	/	2.0%	/	0.2%	/
COC(=O)c1sccc1NC(=O)CCC1CCCC1	-21.1	3.0	0.4%	4.3%	-2.7%	0.3%	2.4%	-1.8%	0.9%	i
Cc1cc2n(n1)C(c1sccc1C)Nc1c(C)cccc1-2 (stereo unspecified)	8.3	8.6	0.2%	0.0%	5.7%	-0.1%	-12.3%	-6.0%	4.6%	i
Cc1ccc([N+](=O)[O-])cc1S(=O)(=O)Nc1ccc(OCC(=O)N2CCOCC2)cc1	/	/	-0.5%	0.1%	3.7%	/	2.3%	/	1.0%	/
CCOC(=O)C1(Cc2ccc(Cl)cc2)CCN(C(=O)CCc2cnccn2)CC1	19.5	9.4	-1.6%	-0.7%	20.9%	0.4%	-1.5%	-6.2%	-1.4%	i
CCOC(=O)CC(NS(=O)(=O)c1ccc2[nH]c(=O)sc2c1)c1ccc(C)cc1 (stereo unspecified)	/	/	-0.5%	-0.1%	5.2%	/	-11.0%	/	0.1%	/
O=C(Nc1ccccc1N1CCCCC1)c1ncoc1-c1cccc(F)c1	/	/	-0.1%	0.0%	27.1%	/	-6.3%	/	13.0%	i
Cn1cnnc1Sc1nc2ccccc2nc1NS(=O)(=O)c1ccccc1	-2.3	2.9	1.9%	-1.2%	9.8%	-2.0%	8.6%	-2.8%	-1.3%	i
CC(C)(C)NC(=O)C(=O)N/N=C/c1ccc(Br)cc1	2.0	-33.1	/	1.8%	4.0%	-2.5%	0.5%	-5.2%	1.0%	/
CC(C)c1ccccc1OCC(=O)N1CCCCCCC1	/	/	-0.7%	0.7%	5.0%	/	-6.2%	/	5.8%	/
COc1ccc(-n2nc3ccc(N)cc3n2)cc1Cl	/	/	0.3%	0.2%	5.1%	/	10.6%	/	42.8%	/
CCOC(=O)CN1C(=O)C(=O)N(Cc2c(Cl)cccc2Cl)C1=O	/	/	0.4%	-0.1%	6.0%	/	1.0%	/	-0.2%	/
O=C(Cn1nnc(-c2cccs2)n1)Nc1ccccc1C(F)(F)F	-4.3	-12.7	-0.1%	-0.2%	3.5%	-0.7%	-7.9%	-4.0%	0.7%	i
CC(C)(Oc1ccc(Cl)cc1)C(=O)NCc1n[nH]c(=O)c2ccccc12	/	/	/	-0.5%[50 µM]	16.3%	/	-1.5%	/	13.0%	/
CCc1ccc(S(=O)(=O)NC(CC(=O)O)c2ccccc2)cc1 (stereo unspecified)	-21.9	-9.2	0.8%	0.3%	5.4%	-1.3%	-2.1%	-6.1%	0.8%	i
N#Cc1nc(-c2ccccc2)oc1N1CCCCC1	6.4	-9.2	-0.3%	4.2%	-0.4%	-3.2%	-4.0%	-4.1%	0.1%	i
COc1ccc(-n2c(C)cc(C(=O)COC(=O)c3cc(OC)c(OC)cc3NC(=O)c3cccs3)c2C)cc1	-14.7	1.4	1.8%	0.1%	0.3%	-0.8%	0.0%	-1.9%	2.5%	i

The closing three records of the section before lead into the next.
SMILES	WT yeast gro inh	WT yeast gro inh mutant strain	West Nile virus CPE	UTI89 phage lysis	SV40 large T antigen	ER stress rescue	Dengue-2 NS5 capping	XIAP displacement	RSV antiviral HEp-2	Yfh1-off respiration	others
CCc1ccc(S(=O)(=O)NC(CC(=O)O)c2ccccc2)cc1 (stereo unspecified)	-21.9	-9.2	0.8%	0.3%	5.4%	-1.3%	-2.1%	-6.1%	0.8%	i
N#Cc1nc(-c2ccccc2)oc1N1CCCCC1	6.4	-9.2	-0.3%	4.2%	-0.4%	-3.2%	-4.0%	-4.1%	0.1%	i
COc1ccc(-n2c(C)cc(C(=O)COC(=O)c3cc(OC)c(OC)cc3NC(=O)c3cccs3)c2C)cc1	-14.7	1.4	1.8%	0.1%	0.3%	-0.8%	0.0%	-1.9%	2.5%	i
Cc1ccc(C)c(N(CC(=O)NC2CCCC2)C(=O)c2csnn2)c1	/	/	0.0%	0.3%	-0.1%	/	-0.8%	/	0.6%	/
CSc1ccc(S(=O)(=O)N(C)Cc2ccccc2)cc1	4.2	5.1	0.5%	-1.1%	2.3%	7.7%	-4.3%	-3.1%	2.8%	i
Cc1[nH]cnc1C(=O)N/N=C/c1c(Cl)cccc1Cl	/	/	-0.2%	0.5%	9.7%	/	-6.5%	/	0.9%	/
CC1(C)CC(=O)C2=C(C1)N(CCN1CCOCC1)C1=C(C(=O)CC(C)(C)C1)C2c1ccc(Cl)cc1	/	/	-0.2%	-0.1%	14.9%	/	0.0%	/	-1.6%	i
COc1ccc(-c2nn(-c3ccccc3)cc2/C=N/NC(=O)c2cccc(S(=O)(=O)Nc3ccccc3OC)c2)cc1	-11.3	-6.1	1.7%	-5.5%	6.4%	-0.9%	-3.6%	-1.2%	20.0%	i
CCc1ccccc1NS(=O)(=O)c1ccc2[nH]cc(C(=O)NCC3CCCO3)c(=O)c2c1 (stereo unspecified)	-19.2	-20.1	/	-2.2%	7.0%	-2.2%	4.0%	-2.7%	0.4%	/
Cn1c(=O)c2c(ncn2CC(=O)N2CCN(c3ccccc3)CC2)n(C)c1=O	-1.3	-0.5	-0.3%	4.1%	-0.7%	-2.7%	1.6%	-2.7%	0.6%	i
COc1cc2c(cc1OC)C1(C)N(CC2)C(C(C)=O)=NN1c1ccc(Cl)cc1 (stereo unspecified)	/	/	0.0%	/	4.2%	/	/	/	2.2%	i

Screening results as filed in PubChem BioAssay.
